Screening data as filed in PubChem.
PAD4 inh = human PAD4 inhibitors, primary screen, biochemical, fluorescence polarization, 1536-well format | inhibition, % at 6.36 µM | actives 0.41% (n = 330,000) | recombinant PAD4, RCA probe fluorescence polarization | AID 485272, 2010;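 active = percent inhibition above a cutoff equal to the mean of all tested compounds plus 3 SD, cut at about 15% in these data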;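 note: 0% = PAD4 with RCA probe and DMSO and 100% = probe without PAD4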
MEX-5 binding = MEX-5 zinc finger RNA-binding disruptors – biochemical, C. elegans, fluorescence polarization, MLPCN library, primary screen. Zinc finger protein mex-5 (Caenorhabditis elegans), Q9XUB2. MEX-5/FITC-TCR2 RNA binding; active compounds read low. activity score (negative = inhibition of binding), % at 10 µM. actives 0.38% (n = 300,000). AID 1832, 2009;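 active = inhibition past about -25% in most replicates, and total fluorescence under double the plate's negative control median, limit read from the data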;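 note: 0% = DMSO and -100% = 5 µM competing unlabeled TCR2 RNA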
GSTO1 counter = inhibitors of recombinant GSTO1, primary screen, counter-screen for RBBP9 inhibitor project, biochemical, fluorescence polarization. actives 1.1% (n = 300,000). Glutathione S-transferase omega-1 (Homo sapiens), P78417. inhibition, % at 5.96 µM. activity-based probe fluorescence polarization. AID 1974, 2009;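 active = inhibition above the campaign mean inhibition plus 3 SD, cut at about 35% in these data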;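 note: 0% = GSTO1-1 with DMSO and 100% = wells lacking GSTO1-1 enzyme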
Target sequence (P78417 whole entry, looked up): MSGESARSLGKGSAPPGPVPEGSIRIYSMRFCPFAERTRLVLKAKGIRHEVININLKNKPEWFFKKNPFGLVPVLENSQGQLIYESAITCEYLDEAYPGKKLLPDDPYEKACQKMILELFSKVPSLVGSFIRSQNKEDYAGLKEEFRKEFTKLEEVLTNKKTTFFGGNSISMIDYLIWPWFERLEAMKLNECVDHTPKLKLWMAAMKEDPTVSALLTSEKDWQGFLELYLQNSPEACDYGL
Fam108B inh = mouse Fam108B serine hydrolase inhibitors, primary screen, counter-screen for RBBP9 inhibitor project, biochemical, fluorescence polarization; recombinant Fam108B, FP-Rh probe fluorescence polarization; AID 1947, 2009; inhibition, % at 9.51 µM; actives 0.33% (n = 300,000);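 active = inhibition above the screen mean inhibition plus 3 SD, computed separately per campaign, cut at about 18% in these data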;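 note: inhibitors lower polarization as less probe binds the enzyme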
MCL1-BIM inh = inhibitors of MCL1 binding to BIM-BH3, primary screen, biochemical, fluorescence polarization | Induced myeloid leukemia cell differentiation protein Mcl-1 (Homo sapiens), Q07820 | GST-MCL1 / FITC-Bim-BH3 fluorescence polarization | inhibition, % at 10.9 µM | actives 0.68% (n = 320,000) | AID 2057, 2009;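 active = inhibition above the mean inhibition of all tested compounds plus 3 SD, set per campaign, cut at about 40% in these data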;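 note: 0% = DMSO wells and 100% = unlabeled Bim-BH3 peptide control; higher means more loss of mP so more displacement of Bim peptide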
BCLXL inh = inhibitors of human Bcl-xL, primary screen, biochemical, fluorescence polarization, HTS; Bcl-2-like protein 1 (Homo sapiens), Q07817; inhibition, % at 10.9 µM; GST-Bcl-xL / FITC-Bim BH3 peptide fluorescence polarization; actives 0.7% (n = 320,000);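 active = inhibition above the mean of all tested compounds plus 3 SD, cutoff set per campaign, cut at about 30% in these data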;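 note: 0% = DMSO wells and 100% = unlabeled Bim-BH3 peptide competitor; inhibitors lower millipolarization by displacing the labeled peptide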
Target sequence (Q07817 whole entry, looked up): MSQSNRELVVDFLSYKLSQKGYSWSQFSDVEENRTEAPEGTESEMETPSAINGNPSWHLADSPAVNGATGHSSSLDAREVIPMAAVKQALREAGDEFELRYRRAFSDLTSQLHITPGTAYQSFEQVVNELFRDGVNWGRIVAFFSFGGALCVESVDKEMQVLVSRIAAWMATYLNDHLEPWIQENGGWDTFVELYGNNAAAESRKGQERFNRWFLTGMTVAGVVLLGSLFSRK
GLD-1 RNA inh = GLD-1/TGE RNA complex disruptors, primary screen, biochemical, fluorescence polarization; purified GLD-1 + fluorescein TGE RNA; inhibition, % at 5.96 µM; actives 0.44% (n = 320,000); AID 2280, 2010;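 active = percent inhibition above a per-plate cutoff, the plate mean of test compounds plus 3 SD, cut at about 30% in these data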;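 note: 0% = DMSO wells with GLD-1 and probe and 100% = wells lacking GLD-1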
TPT1 inhibitor = Candida albicans TPT1 enzyme inhibitors, primary screen, biochemical, fluorescence polarization. actives 0.81% (n = 300,000). tRNA 2'-phosphotransferase TPT1 (Candida albicans SC5314). recombinant caTPT1, FP RNA substrate dephosphorylation. inhibition, % at 5 µM;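 active = inhibition above the mean of all tested compounds plus 3 SD, set per screening campaign, cut at about 24% in these data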;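 note: plate controls were DMSO alone for no effect and ferristatin control at 100 nM for full effect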
PME-1 inh = PME-1 inhibitors via competitive probe labeling, primary screen, biochemical, fluorescence polarization, FP-Rh probe, HTS | Protein phosphatase methylesterase 1 (Homo sapiens), Q9Y570 | recombinant PME-1 | inhibition, % at 5.9 µM | actives 0.53% (n = 320,000);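 active = inhibition above the campaign mean of all compounds plus 3 SD, cut at about 26% in these data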;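 note: competitive labeling of PME-1 active site by serine hydrolase directed probe; 0% = PME-1 with DMSO and 100% = wells lacking PME-1 enzyme; inhibitors block probe labeling so polarization falls and inhibition rises; many of its hits are not listed in these tables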
Target sequence (Q9Y570 whole entry, looked up): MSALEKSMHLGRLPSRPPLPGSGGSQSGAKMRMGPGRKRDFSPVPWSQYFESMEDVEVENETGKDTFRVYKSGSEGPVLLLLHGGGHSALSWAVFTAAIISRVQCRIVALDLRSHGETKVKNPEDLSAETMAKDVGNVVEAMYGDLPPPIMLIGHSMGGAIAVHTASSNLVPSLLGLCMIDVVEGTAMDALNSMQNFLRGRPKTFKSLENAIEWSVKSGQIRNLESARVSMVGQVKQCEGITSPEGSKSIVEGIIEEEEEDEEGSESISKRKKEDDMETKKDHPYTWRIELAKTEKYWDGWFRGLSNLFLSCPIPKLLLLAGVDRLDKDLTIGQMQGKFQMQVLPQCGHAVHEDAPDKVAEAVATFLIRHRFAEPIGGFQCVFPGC
The depositor's hits bear a star; & = joins results of further samples.

SMILES	PAD4 inh	MEX-5 binding	GSTO1 counter	Fam108B inh	MCL1-BIM inh	BCLXL inh	GLD-1 RNA inh	TPT1 inhibitor	PME-1 inh
O=C(O)c1cc(-c2ccccn2)n[nH]1	1	-0.2	2	2	6	1	1	-4	3
CCCN(C(=O)CSc1nnnn1-c1ccccc1OC)C1CCS(=O)(=O)C1 (stereo not drawn)	-4	2.6	-3	6	1	2	4	-2	8
CN(C)CCC(c1ccccc1)c1ccccn1 (stereo not drawn)	0&2	-3.0	2&0	0&-2	-2&1	7&2	2&0	-2&3	4&-4
CN1CCN(C(=O)c2cc3c(C(F)(F)F)nn(C)c3s2)CC1	-3	1.1	6	-5	1	0	2	-2	-3
COC(=O)c1ccc(CNC(=O)COC(=O)COc2ccc(OC)cc2)cc1	-29	2.0	-6	-5	-6	-4	-2	5	-6
Cc1nc(SCC(N)=O)c([N+](=O)[O-])[nH]1	0	-1.9	8	-3	-3	7	8	-2	-4
C=CCn1c(N2CCCCCC2)nc2c1c(=O)n(C)c(=O)n2C	4	-1.8	5	3	6	5	8	0	3
O=C(OCC(O)COC(=O)c1cccnc1)c1cccnc1	-4	2.4	-3	-3	-5	-3	-7	2	4
O=[N+]([O-])c1ccccc1S(=O)(=O)NCc1ccco1	-4	-3.2	0	-3	-3	6	-1	-1	-1
COc1cc(/C=N\NS(=O)(=O)c2ccccc2)cc(OC)c1OC	3	-0.7	0	1	12	8	-1	0	3
O=[N+]([O-])c1cc(/C=N/O)ccc1SCc1ccccc1Cl	0	-1.1	-5	-3	1	5	8	3	-14
O=C(CSC1CS(=O)(=O)c2cc([N+](=O)[O-])ccc21)NNC(=O)c1ccccc1 (stereo not drawn)	-4	-0.3	5	-4	1	5	1	0	1
Cc1ccc(NC(=S)NNC(=O)CCn2cc(C)cn2)cc1	0	-2.4	1	0	1	-1	3	0	-1
CN(C)c1ccc(C2OC(=O)C3(CCCC3)C(=O)C2(C)C)cc1 (stereo not drawn)	-2	-2.0	3	4	9	1	5	2	4
Cc1cc(C)nc(SCc2nc3nc(C)cc(C)n3c2Br)n1	0	-1.9	7	2	16	10	6	2	-3
OCCNCCCCOc1ccc(F)cc1	4	1.6	1	1	0	0	4	3	-3
CS(=O)(=O)N1CCc2cc(C(=O)O)ccc21	-1	1.2	-1	-4	-1	3	-3	-2	-8
O=C(Nc1ccc2c(c1)OCO2)C1CCN(S(=O)(=O)c2cccs2)CC1	-3	-0.6	5	11	8	6	-1	0	12
Cc1ccc(S(=O)(=O)NCC(=O)N(CC(=O)NCc2ccco2)C2CCCC2)cc1	-1	1.7	-3	3	6	5	3	-2	7
N#CC1=C2SCN(Cc3ccco3)CN2C(=O)CC1c1c(F)cccc1Cl (stereo not drawn)	2	1.2	5	-4	-14	-15	-12	4	-3

Entries shown so far with a COOH group (2):
SMILES	PAD4 inh	MEX-5 binding	GSTO1 counter	Fam108B inh	MCL1-BIM inh	BCLXL inh	GLD-1 RNA inh	TPT1 inhibitor	PME-1 inh
O=C(O)c1cc(-c2ccccn2)n[nH]1	1	-0.2	2	2	6	1	1	-4	3
CS(=O)(=O)N1CCc2cc(C(=O)O)ccc21	-1	1.2	-1	-4	-1	3	-3	-2	-8

4 compounds already listed, arranged by the value under TPT1 inhibitor, smallest number first:
| SMILES | TPT1 inhibitor |
| --- | --- |
| CS(=O)(=O)N1CCc2cc(C(=O)O)ccc21 | -2 |
| O=C(CSC1CS(=O)(=O)c2cc([N+](=O)[O-])ccc21)NNC(=O)c1ccccc1 (stereo not drawn) | 0 |
| OCCNCCCCOc1ccc(F)cc1 | 3 |
| COC(=O)c1ccc(CNC(=O)COC(=O)COc2ccc(OC)cc2)cc1 | 5 |

Other records
SMILES	PAD4 inh	MEX-5 binding	GSTO1 counter	Fam108B inh	MCL1-BIM inh	BCLXL inh	GLD-1 RNA inh	TPT1 inhibitor	PME-1 inh
O=C(Nc1ccc(Cl)cn1)c1cc2c(s1)-c1ccccc1OC2	3	-0.1	-4	-8	-4	0	1	3	-9
O=C(CCSCCc1ccccn1)Nc1c(F)cc(F)cc1Br	-4	1.0	4	3	-4	1	3	2	0
CC(C)(C)NC(=O)C(Cc1ccccc1)NS(=O)(=O)c1ccc2c(c1)CCC(=O)N2 (stereo not drawn)	-5	2.8	6	-3	-3	-1	2	-2	1
COc1ccc(N=C(C)C2=C(O)c3ccccc3C2=O)cc1	-3	0.9	1	-3	-1	-4	1	0	-3
O=C(C[n+]1ccn(CCCNP2(=O)C=C(c3ccccc3)OC(c3ccccc3)=C2)c1)c1cccs1	-5	-1.6	7	-4	-7	-6	-6	1	4
Cc1ccc(NC(=O)Nc2ccc3c(c2)CCC3)cc1	2	0.3	5	-2	4	4	6	-8	1
O=C(Cn1cc(C(=O)COc2ccccc2)c2ccccc21)NCc1ccco1	-7	13	-4	-7	-17	-9	-42	34*	-16
COc1ccc(/C(O)=C2/C(=O)C(=O)N(CCN(C)C)C2c2ccc(C)cc2)cc1Cl (stereo not drawn)	2	2.7	6	-3	2	6	1	0	-2
CC1=CS/C(=C(/C#N)C(=O)N2CCCCC2)N1c1ccccc1	6	-1.5	-2	4	8	6	2	-5	-5
C#CCNC(=O)C1=C[C@H](c2ccc3c(c2)OCO3)[C@@H](CCCO)[C@H](OCC)O1	-4	0.5	8	-5	-3	0	-5	-4	0
O=C(NCCCCc1ccccc1)Nc1cccc(F)c1	5	0.7	-5	4	3	4	2	-1	-5
Cc1nc2ccccc2c(=O)n1CCCN1CCOCC1	0	-1.4	-5	-1	-3	0	-1	0	5
N#Cc1ccc(Cn2c(=O)oc3ccccc32)cc1	1	-7.2	-1	3	5	0	2	1	-1
COc1ccc(NC(=S)NN2C(C)CCCC2C)cc1 (stereo not drawn)	0	0.8	0	-3	39	4	1	-1	-6
CCCCCCN(C(=O)CCCCCN1C(=O)NC(c2ccc(-c3ccccc3)cc2)C(C(=O)OCc2ccccc2)=C1C)C(C)C(=O)NCCCC (stereo not drawn)	-1	2.3	2	-12	1	-1	13	-2	-5
CC(=O)Nc1ccc(NC(=O)COC(=O)c2ccco2)cc1	1	0.0	5	2	7	2	6	-7	0
CCOc1ccccc1N(C(=O)CNC(=O)c1ccco1)C(C(=O)NC1CCCC1)c1cccnc1 (stereo not drawn)	-3	-2.3	4	1	3	8	-2	-1	-3
CC(C)CC(=O)NC(NC(=S)Nc1cccc2cccnc12)C(Cl)(Cl)Cl (stereo not drawn)	-1	-2.0	8	0	18	9	6	2	-4
C=CCNC(=O)c1onc(CSc2cc(C)ccc2C)c1C(=O)O	2	-0.7	0	-3	3	5	9	-1	4
COc1ccccc1CN1CC(C(=O)NC2(c3ccccc3)CC2)CCC1=O (stereo not drawn)	1	3.1	1	3	2	4	3	-4	9

Single records, from the list above:
`CCCCCCN(C(=O)CCCCCN1C(=O)NC(c2ccc(-c3ccccc3)cc2)C(C(=O)OCc2ccccc2)=C1C)C(C)C(=O)NCCCC` (stereo not drawn) as listed: PAD4 inh: -1; MEX-5 binding: 2.3; GSTO1 counter: 2; Fam108B inh: -12; MCL1-BIM inh: 1; BCLXL inh: -1; GLD-1 RNA inh: 13; TPT1 inhibitor: -2; PME-1 inh: -5
`COc1ccc(N=C(C)C2=C(O)c3ccccc3C2=O)cc1` as listed: PAD4 inh: -3; MEX-5 binding: 0.9; GSTO1 counter: 1; Fam108B inh: -3; MCL1-BIM inh: -1; BCLXL inh: -4; GLD-1 RNA inh: 1; TPT1 inhibitor: 0; PME-1 inh: -3

(further entries)
SMILES	PAD4 inh	MEX-5 binding	GSTO1 counter	Fam108B inh	MCL1-BIM inh	BCLXL inh	GLD-1 RNA inh	TPT1 inhibitor	PME-1 inh
CC(=O)Oc1cc(O)c2c(c1)OC(c1ccc(OC(C)=O)c(OC(C)=O)c1)C(OC(C)=O)C2=O (stereo not drawn)	0	2.6	11	2	3	2	7	-4	3
N=c1sccn1CC(=O)NC(c1ccccc1)c1ccccc1	4	-2.1	5	2	-3	4	3	3	-2
O=C(COc1ccccc1)N(Cc1cccc(F)c1)C1CCS(=O)(=O)C1 (stereo not drawn)	6	-0.6	0	-1	-1	2	0	1	-1
CCc1ccc(CCC(=O)Nc2ccc(C(C)=O)cc2)o1	-2	0.1	2	1	5	-1	11	-4	2
COc1ccc(CNC(=O)CCn2nc(C)c3c(C)n(-c4ccccc4)nc3c2=O)c(OC)c1	3	1.7	7	0	3	6	6	-2	3
CN(C)c1ccc(C(=O)NNC(=O)Nc2ccccc2)cc1	1	0.0	0	3	-10	-5	-2	-3	-2
Cc1c(NCc2cc(Cl)cc(Cl)c2O)c(=O)n(-c2ccccc2)n1C	1	-1.2	14	8	3	1	4	4	4
O=[N+]([O-])c1ccc(OC/C=C2\Oc3ccc([N+](=O)[O-])cc3C2N2CCOCC2)cc1 (stereo not drawn)	-5	2.1	0	-1	6	3	-3	-6	1
CSc1ccccc1C(=O)Nc1cc2c(cc1C(=O)O)OCCCO2	1	-3.3	-39	-2	14	10	1	-5	-7
COc1ccc(C(C(=O)NC2CCCC2)N2CCc3ccccc32)cc1 (stereo not drawn)	-1	-1.2	5	1	9	4	1	-1	3
CCCCNS(=O)(=O)c1ccc2nc(SCC(N)=O)[nH]c2c1	-2	0.8	18	0	3	-2	3	-6	-1
CCOCCCNC(=O)C1(O)c2cc(Br)ccc2NC(=O)N1c1cccc(OC)c1 (stereo not drawn)	-3	2.5	3	-1	4	2	6	0	-2
O=S(=O)(/N=C(/Nc1cccc2ccccc12)c1ccccc1)c1ccc(F)cc1	-1	1.1	-1	-3	1	3	8	-2	-8
COCCSc1nc(N)c(NC(=O)c2ccco2)c(=O)[nH]1	-8	0.0	-4	0	13	8	3	1	0
CN(C)CCNc1nc(-c2ccco2)c2c(c1C#N)CC(C)(C)OC2	1	-0.3	-1	5	8	7	8	-1	3
O=[N+]([O-])c1cccc(/C=N/n2cnnc2)c1O	-5	-0.6	-7	1	5	5	7	-3	-4
COc1ccc2c(c1)cc1c(=O)n(CC(=O)NC(C)CCc3ccccc3)nc(C)n12 (stereo not drawn)	0	0.3	2	-2	-2	2	-1	2	3
Cn1ccsc1=NC(=O)c1ccc(S(C)(=O)=O)cc1	0	-1.3	4	2	-2	7	-3	0	6
CC(=O)Nc1ccc(NC(=O)C(C)OC(=O)CCCc2c[nH]c3ccccc23)cc1 (stereo not drawn)	0	0.0	10	-2	-7	-4	4	0	0
COc1ccccc1Oc1ccc(S(=O)(=O)N2CCCC2)cc1	1	-1.3	2	-3	0	2	0	-2	2
C/C(=N\NC(=O)c1ccc(=O)[nH]n1)c1cccnc1	3	-0.4	7	0	5	2	2	-3	-3

A portion of the library; the hit share may differ from the screen's.
